Bioassay records: PubChem, several laboratories
NTR1 agonist: agonists of NTR1, primary screen, imaging, U2OS cells, beta-arrestin-GFP, high content (AID 493036); Neurotensin receptor type 1 (Homo sapiens), P30989; NTR1-U2OS beta-arrestin-GFP spot imaging, agonist mode; activation, % at 20 µM; 330,000 compounds, 0.17% hits;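 active means activation at or above 40% of the spot to cytoplasm intensity ratio, with at least 20 cells analyzed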;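 further: 0% = DMSO without peptide and 100% = 100 nM NTR1 peptide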
Target sequence (P30989 whole entry, looked up): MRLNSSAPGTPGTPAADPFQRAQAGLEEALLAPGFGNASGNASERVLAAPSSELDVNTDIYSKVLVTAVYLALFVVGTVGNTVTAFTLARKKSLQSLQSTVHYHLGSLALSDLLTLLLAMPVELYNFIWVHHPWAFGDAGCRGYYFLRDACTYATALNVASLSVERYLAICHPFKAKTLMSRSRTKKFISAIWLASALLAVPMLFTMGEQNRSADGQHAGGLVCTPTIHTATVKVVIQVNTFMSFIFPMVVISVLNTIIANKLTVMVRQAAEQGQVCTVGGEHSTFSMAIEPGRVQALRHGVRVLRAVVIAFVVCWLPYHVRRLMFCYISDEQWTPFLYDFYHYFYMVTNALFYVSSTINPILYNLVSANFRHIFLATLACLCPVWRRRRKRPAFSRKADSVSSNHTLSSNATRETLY
Dengue-2 NS5 capping: Dengue-2 NS5 methyltransferase inhibitors, primary screen, biochemical, confirmation dose response (AID 588689); Dengue-2 NS5 methyltransferase capping enzyme assay, biochemical; higher % means a stronger effect; 340,000 compounds, 0.3% hits; inhibition, % at 25 µM; hits with a dose series show IC50 in µM; Genome polyprotein (Dengue virus type 2 (strain 16681-PDK53)); in the data active means a potency from the dose series
UTI89 phage lysis: inhibition of K1F phage lysis, E. coli UTI89, bacterial capsule biogenesis inhibitors, alamar blue (AID 488966) | E. coli UTI89 K1F phage lysis, alamar blue, 2 h; higher % means a stronger effect | inhibition, % at 100 µM; hits with a dose series show IC50 in µM | 340,000 compounds, 0.02% hits;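 active means phage lysis inhibition, versus mean bacterial control, above a set limit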;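 further: capsule biogenesis inhibitors block K1F phage lysis so surviving cells raise fluorescence; higher fluorescence means more inhibition of phage lysis; actives were called in the ten point dose series up to 300 µM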
NTR1 agonist cell count 20 µM: recorded beside NTR1 agonist, whose call it bears; cell count; measured here: cell count, cytotoxicity flag
Dengue-2 NS5 capping pilot replicate: second read-out of Dengue-2 NS5 capping, no call of its own (marks repeat the call); inhibition, %; measured here: pilot screen replicate inhibition
* = called active by the depositor; [ ] = dose if it differs, or a comment. A portion of the library, so the mix of outcomes need not match the whole.

SMILES	NTR1 agonist	NTR1 agonist cell count 20 µM	Dengue-2 NS5 capping	UTI89 phage lysis	others
COc1ccc(S(=O)(=O)Nc2cc3c4c(c2)CC(=O)N4CCC3)cc1C	0.2	60	-5%	0.8%[50 µM]
CC(C)CCN(C(=O)C1=COCCO1)c1c(N)n(Cc2ccccc2)c(=O)[nH]c1=O	-1.5	74	23%	0.1%[50 µM]
CC(OC(=O)c1cccc(NS(C)(=O)=O)c1)C(=O)Nc1ccc2c(c1)OCO2 (configuration not stated)	2.0	63	-4%	0.0%[50 µM]
O=C(CN1CCCCC1)Nc1cc(S(=O)(=O)N2CCOCC2)ccc1N1CCCC1	0.9	54	4%	1.5%[50 µM]
O=C(O)c1cc(O)c2c(c1)[C@@H]([C@H]1c3cc(C(=O)O)cc(O)c3C(=O)c3c(O[C@@H]4O[C@H](CO)[C@@H](O)[C@H](O)[C@H]4O)cccc31)c1cccc(OC3O[C@H](CO)[C@@H](O)[C@H](O)[C@H]3O)c1C2=O (some centres not stated)	-1.1	54	-7%	3.2%
CCOC(=O)c1c(C)[nH]c(C(=O)CN(C)CC(=O)Nc2ccccc2Cl)c1C	3.1	42	-8%	0.1%[50 µM]
CCN(CC(=O)NCc1ccc(F)cc1)C(=O)c1ccc2c(c1)OCO2	-1.9	55	6%	0.9%[50 µM]
Cc1ccc(S(=O)(=O)Nc2ccc(C(=O)NCCCN3CCOCC3)cc2)cc1[N+](=O)[O-]	0.8	71	1%	1.4%[50 µM]
C/C(=C\CNc1ncnc2nc[nH]c12)CO	-2.3	104	-7%	0.1%
NCc1ccccc1CS(=O)(=O)N1CCOCC1	0.7	48	-6%	0.2%[50 µM]
CCOc1ncccc1C(=O)Nc1ccc(S(=O)(=O)Nc2cc(C)nc(C)n2)cc1	0.9	50	-8%	0.8%[50 µM]
C=CCn1c(COc2cccc(C)c2)nnc1SC(C)C(=O)NC1CC1 (configuration not stated)	1.6	60	0%	0.9%[50 µM]
COc1ccccc1N1CCN(C(=O)c2ccc(Br)o2)CC1	0.5	51	18%	0.3%[50 µM]
Cc1ccc(OCC(=O)N(C)CC(=O)Nc2ccccc2Cl)c([N+](=O)[O-])n1	1.1	43	-3%	0.5%[50 µM]
Cc1ccc(Cn2c(C3CCCN3c3nc(-c4ccc(F)cc4)cs3)nc3cc(C(=O)NCCCO)ccc32)cc1 (configuration not stated)	-3.5	98	-3%	0.0%
CN(C(=O)COC(=O)c1ccccc1OCc1ccc(Cl)cc1)c1c(N)n(Cc2ccccc2)c(=O)[nH]c1=O	2.4	73	0%	0.1%[50 µM]
S=c1sc2ccccc2n1CCc1ccncc1	0.3	68	-3%	0.8%
Cc1ccc(NC(=O)C(C)Oc2ccccc2)cc1S(=O)(=O)N1CCCCCC1 (configuration not stated)	1.3	39	-4%	0.6%[50 µM]
COCCN(C(=O)c1ccccc1Oc1ccccc1)c1c(N)n(CC(C)C)c(=O)[nH]c1=O	-1.5	59	-1%	0.8%[50 µM]
Cc1cc(NC(=O)CSCC(=O)NC(C)c2ccccc2)no1 (configuration not stated)	-0.5	43	7%	0.0%[50 µM]
CN(Cc1nc2ccccc2c(=O)[nH]1)C(=O)C1CC(=O)N(c2cccc3ccccc23)C1 (configuration not stated)	8.0	62	3%	0.1%
COc1ccc(S(=O)(=O)NCc2cccnc2)cc1NC(=O)c1ccc(Cl)cc1	-1.3	50	-7%	0.3%[50 µM]
COc1ccccc1-c1noc(Cn2cc(S(=O)(=O)N3CCCC3)ccc2=O)n1	-2.4	61	-7%	-0.1%[50 µM]
O=C1NCCOC(=O)[C@H](Cc2ccc(F)cc2)C/C=C\C[C@@H]1CC(=O)N(CCO)Cc1ccccc1	-0.5	62	-1%	1.8%
O=C(C1=COCCO1)N(Cc1nnc(-c2ccc(Cl)cc2)o1)C1CC1	-1.6	66	-1%	0.9%[50 µM]

Gathered by group: the entries above containing a Cl atom (five)
SMILES	NTR1 agonist	NTR1 agonist cell count 20 µM	Dengue-2 NS5 capping	UTI89 phage lysis	others
CCOC(=O)c1c(C)[nH]c(C(=O)CN(C)CC(=O)Nc2ccccc2Cl)c1C	3.1	42	-8%	0.1%[50 µM]
Cc1ccc(OCC(=O)N(C)CC(=O)Nc2ccccc2Cl)c([N+](=O)[O-])n1	1.1	43	-3%	0.5%[50 µM]
CN(C(=O)COC(=O)c1ccccc1OCc1ccc(Cl)cc1)c1c(N)n(Cc2ccccc2)c(=O)[nH]c1=O	2.4	73	0%	0.1%[50 µM]
COc1ccc(S(=O)(=O)NCc2cccnc2)cc1NC(=O)c1ccc(Cl)cc1	-1.3	50	-7%	0.3%[50 µM]
O=C(C1=COCCO1)N(Cc1nnc(-c2ccc(Cl)cc2)o1)C1CC1	-1.6	66	-1%	0.9%[50 µM]

Other compounds:
SMILES	NTR1 agonist	NTR1 agonist cell count 20 µM	Dengue-2 NS5 capping	UTI89 phage lysis	others
CCCCn1c(N)c(N(CC(C)C)C(=O)C2CCN(S(=O)(=O)c3ccc(OCC)cc3)CC2)c(=O)[nH]c1=O	0.4	38	-10%	-0.2%[50 µM]
CC(NC(=O)Cc1ccccc1)C(=O)O (configuration not stated)	2.8	50	0%	-0.2%
O=C(CCc1ccccc1)NCC(c1ccco1)N1CCc2ccccc21 (configuration not stated)	-0.5	56	2%	0.7%[50 µM]
Cc1c(NC(=O)Nc2ccc(Cl)c(Cl)c2)sc(=S)n1C	5.9	49	-10%	-0.7%
CC(OC(=O)CCc1nc2ccccc2c(=O)[nH]1)C(=O)Nc1cccc(C(F)(F)F)c1 (configuration not stated)	0.8	57	-7%	1.7%
CCOC(=O)c1ccccc1NC(=O)C1CCN(c2ncnc3sc(C)c(C)c23)CC1	11	43	-15%	-0.7%[50 µM]
COc1ccc(-c2csc3ncnc(N4CCN(S(=O)(=O)c5cccc(C(F)(F)F)c5)CC4)c23)cc1	12	54	5%	0.9%[50 µM]
COc1ccc(CCC(=O)N2CCN(S(=O)(=O)c3ccc(OC(F)(F)F)cc3)CC2)cc1	1.1	62	4%	0.5%[50 µM]
CN(CCOc1ccccc1)C(=O)c1ccc(Cl)c(S(=O)(=O)N2CCCCC2)c1	1.6	81	4%	0.3%[50 µM]
CC1CCCCC12NC(=O)N(CC(=O)N1CCc3ccccc31)C2=O (configuration not stated)	2.2	76	-4%	0.5%[50 µM]
O=C(COC(=O)c1ccc(S(=O)(=O)N2CCCCC2)cc1)NCc1ccc(F)cc1	0.5	66	-4%	0.8%[50 µM]
COc1ccc(NC(=O)COC(=O)c2ccc3ccccc3n2)cc1	0.1	51	2%	1.2%[50 µM]
CCOc1ccccc1OCCCC(=O)N(CC)CC(=O)Nc1c(F)cccc1F	-0.5	57	-4%	1.0%[50 µM]
CC(C)Oc1ccc(S(=O)(=O)N2CCOCC2)cc1NC(=O)CCCSc1ccccc1	1.2	78	8%	0.6%[50 µM]
Clc1nccc(NCc2ccccc2)n1	0.3	47	-6%	0.9%
O=C(COC(=O)c1ccc(F)cc1F)Nc1cccc(S(=O)(=O)N2CCOCC2)c1	1.7	58	-9%	1.3%[50 µM]
Cc1ccc(S(=O)(=O)CCC(=O)Oc2ccc(-c3nnco3)cc2)cc1	-0.6	55	-3%	-0.3%[50 µM]
CS(=O)(=O)c1ccc(NC(=O)c2cccc(-n3cnnn3)c2)cc1	-0.4	53	2%	0.3%[50 µM]
Cc1nc(-c2ccc(Cl)cc2)sc1C1(C)CC(c2ccc(Br)cc2)=NO1 (configuration not stated)	-4.4	97	-6%	1.3%
C=CCOc1ccc(/C=C/C(=O)OCC(=O)NCCCc2ccccc2)cc1	0.4	68	0%	0.9%[50 µM]
O=C(c1ccc(NS(=O)(=O)c2ccc3[nH]c(=O)[nH]c3c2)cc1)N1CCN(c2ccccc2)CC1	-1.5	92	2%	0.6%[50 µM]
CC(OC(=O)c1ccc(Br)o1)C(=O)NCC1CCCCC1 (configuration not stated)	-0.7	59	-1%	0.3%[50 µM]
CCN(CC)CCn1c(SCC(=O)Nc2ccc3c(c2)CCC3)nc2ccccc2c1=O	4.6	45	0%	0.5%[50 µM]
COc1ccc(-c2ccc3c(c2)S(=O)(=O)c2cccc(C(=O)NC4CCCC4)c2C3=O)cc1OC	1.2	56	14%	0.8%
Cc1ccc(NS(=O)(=O)c2ccc(C(=O)N3CC(C)CC(C)C3)cc2)cc1 (configuration not stated)	11	78	-2%	-0.4%[50 µM]

Fetched by compound from above:
SMILES	NTR1 agonist	NTR1 agonist cell count 20 µM	Dengue-2 NS5 capping	UTI89 phage lysis	others
C/C(=C\CNc1ncnc2nc[nH]c12)CO	-2.3	104	-7%	0.1%
CS(=O)(=O)c1ccc(NC(=O)c2cccc(-n3cnnn3)c2)cc1	-0.4	53	2%	0.3%[50 µM]
O=C(O)c1cc(O)c2c(c1)[C@@H]([C@H]1c3cc(C(=O)O)cc(O)c3C(=O)c3c(O[C@@H]4O[C@H](CO)[C@@H](O)[C@H](O)[C@H]4O)cccc31)c1cccc(OC3O[C@H](CO)[C@@H](O)[C@H](O)[C@H]3O)c1C2=O (some centres not stated)	-1.1	54	-7%	3.2%

More entries:
SMILES	NTR1 agonist	NTR1 agonist cell count 20 µM	Dengue-2 NS5 capping	UTI89 phage lysis	others
O=C1CSc2ccc(C(=O)NCCc3ccc(Cl)cc3Cl)cc2N1	3.8	61	-5%	0.9%[50 µM]
O=C(COC(=O)c1ccc(O)cc1)NC(=O)NCc1ccccc1	3.6	51	3%	1.1%[50 µM]
COc1ccc(CNC(=O)COC(=O)c2ccc3ncsc3c2)cc1OC	-0.9	25	-12%	1.1%[50 µM]
O=C(C[C@H]1C/C=C\C[C@H](Cc2ccc(F)cc2)C(=O)O[C@@H](c2ccccc2)CNC1=O)N[C@H](CO)Cc1ccccc1	7.6	59	-2%	2.9%
COc1cc2sc(-c3ccc(S(C)(=O)=O)cc3)c(C(=O)NCCCCO)c2cc1OC	4.5	47	0%	0.9%
COc1ccccc1C(CNC(=O)CN(C)S(=O)(=O)c1ccc(C)cc1)N1CCCC1 (configuration not stated)	0.2	61	4%	0.9%[50 µM]
O=C(Nc1nc2ccc(Cl)cc2s1)c1cccc(N2C(=O)CCC2=O)c1	-2.1	56	6%	1.2%[50 µM]
CCCn1c(N)c(C(=O)CSc2nnc(C3CC3)n2-c2ccccc2)c(=O)[nH]c1=O	0.6	56	-1%	5.8%
CCOC(=O)C1=CN(Cc2cccc(I)c2)S(=O)(=O)N(C)C1C (configuration not stated)	1.1	86	-6%	-0.2%	Dengue-2 NS5 capping pilot replicate=1.2
COc1ccc(NC(=O)C(=O)NCCC2CCCCN2S(=O)(=O)c2ccccc2)cc1 (configuration not stated)	4.6	59	3%	1.3%[50 µM]
O=C(N[C@H](CO)Cc1ccccc1)c1ccco1	-1.3	82	-1%	1.0%
CC(=O)Nc1ccc(S(=O)(=O)N[C@@H](C)C(=O)OCC(=O)c2ccc[nH]2)cc1	8.2	47	-2%	1.8%
O=C(OCC(=O)N1CCc2ccccc21)c1ccc([N+](=O)[O-])o1	8.3	56	-1%	-1.1%[50 µM]
Cc1nnnn1/C(=C\c1ccccc1)C(=O)OCC(=O)Nc1cccc(S(=O)(=O)N(C)C)c1	29	59	-8%	-1.0%[50 µM]
Cc1cccc(C(=O)NCC(=O)N2CCN(S(=O)(=O)c3cc(C)ccc3C)CC2)c1	2.0	68	-7%	0.1%[50 µM]
O=C(CSc1nc2[nH]c(=O)cc(O)c2s1)Nc1cccc(Br)c1	-1.3	58	1%	-0.7%[50 µM]
Cc1cc(=O)oc2cc(OCC(=O)N3CCCC3)ccc12	-1.0	65	2%	0.7%[50 µM]
CCOC(=O)c1sc(NC(=O)C2CSC3(C)CCC(=O)N23)nc1C (configuration not stated)	-0.6	63	1%	0.8%[50 µM]
COCCN1C(=O)N[C@@H](c2cccs2)C(C(C)=O)=C1C	-4.7	77	3%	-0.3%
CC(C)(C)OC(=O)C[C@H]1C/C=C\C[C@@H](CC(=O)N(CCO)Cc2ccccc2)C(=O)NC[C@@H](c2ccccc2)OC1=O	1.7	52	-6%	2.2%
CCOC(=O)N1CCN(CC(=O)Nc2ccccc2C(=O)Nc2ccccc2)CC1	6.0	53	-6%	1.3%[50 µM]
CCOc1cccc(-c2nc3c(s2)CCc2onc(-c4cccc([N+](=O)[O-])c4)c2-3)c1	3.6	87	2%	2.5%
Cc1cccnc1NC(=O)CNC(=O)c1sc2ccccc2c1Cl	-0.6	64	2%	1.2%[50 µM]
CC(Sc1ncnc2c1cnn2-c1ccccc1)C(=O)Nc1ccc(N2CCOCC2)cc1 (configuration not stated)	9.4	65	-10%	0.2%[50 µM]
O=C(COC(=O)Cc1ccccc1[N+](=O)[O-])NNC(=O)c1ccc([N+](=O)[O-])cc1	-0.5	55	-3%	1.2%[50 µM]
COc1ccc2[nH]c3c(c2c1)CCN1C(=O)C(CC(=O)NCc2ccco2)C[C@H](C(=O)N(C(C)C)C(C)C)[C@@]31C (some centres not stated)	-1.4	52	0%	0.1%
O=C(Cn1[nH]c(=O)c2ccccc2c1=O)OCC(=O)c1ccccc1	0.4	92	-5%	0.5%[50 µM]
